# NOD2-RIPK2 inh: NOD2-RIPK2 protein interaction inhibition | O43353 | CHO BLA complementation NOD2-RIPK2, CCF4 ratio | inhibition, % at 4.98 µM | actives 0.38% (n = 360,000); in the data active means inhibition above about 21%;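 further: 0% = vehicle only and 100% = reference blocker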
# NCOA3 inh: inhibitors of human steroid receptor coactivator 3 (SRC3). Q9Y6Q9. HEK293 GAL4-SRC3 luciferase reporter, luminescence. inhibition, % at 3.6 µM. actives 0.17% (n = 360,000). AID 588352;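 active means inhibition above a per-campaign cutoff, the mean of all compounds plus 3 SD, cut at about 60% in these data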;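 further: 0% = DMSO-treated cells and 100% = gossypol-treated cells at 36 µM; higher means less SRC3-driven luciferase light from the GAL4 reporter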
# TROY signal inh: inhibitors of TROY-dependent NF-kB signaling. Q293 LMP1-TROYcd NF-kB luciferase reporter, 4 h. actives 0.98% (n = 360,000). inhibition, % at 10 µM;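 active means compounds whose plate-normalised and pattern-corrected inhibition of the luciferase reporter signal at the single screening dose is 50% or more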
# COUP-TFII inh: NR2F2 (human) inhibition, primary screen | P24468 | HEK293T NGFI-A luciferase reporter, luminescence | AID 686940 | inhibition, % at 8.6 µM | actives 0.7% (n = 370,000);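 active means inhibition above a per-plate cutoff, mean inhibition of test wells between control levels plus 3 SD, cut at about 38% in these data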;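 further: cells cotransfected with COUP-TFII expression vector driving the NGFI-A reporter; 0% = median of COUP-TF2 test wells and 100% = reporter-only cells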
# Target sequence (P24468 whole entry, looked up): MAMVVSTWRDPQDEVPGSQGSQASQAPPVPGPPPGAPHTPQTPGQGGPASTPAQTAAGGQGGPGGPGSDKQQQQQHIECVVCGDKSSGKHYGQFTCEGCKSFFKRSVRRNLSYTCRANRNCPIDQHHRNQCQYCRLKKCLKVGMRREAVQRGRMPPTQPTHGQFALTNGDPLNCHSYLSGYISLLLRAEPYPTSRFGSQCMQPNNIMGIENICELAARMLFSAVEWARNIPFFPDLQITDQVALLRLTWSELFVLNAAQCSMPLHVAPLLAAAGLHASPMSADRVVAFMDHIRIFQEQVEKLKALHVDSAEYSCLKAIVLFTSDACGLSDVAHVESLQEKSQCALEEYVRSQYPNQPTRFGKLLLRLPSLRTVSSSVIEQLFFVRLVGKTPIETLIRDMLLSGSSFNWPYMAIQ
# C8 TRAIL sens: caspase-8 TRAIL sensitization; AID 624354; inhibition (viability loss, TRAIL sensitization), % at 10 µM; actives 1% (n = 360,000); NB7+C8 cells + TRAIL, ATPlite viability luminescence;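 active means compounds causing at least 50% loss of cell viability in the single-dose screen, relative to plate controls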
# LMP1 NFkB inh: Epstein-Barr LMP1 NF-kappaB reporter inhibition. LMP1-induced NF-kappaB luciferase reporter cells, luminescence. inhibition, % at 12.5 µM. AID 504558. actives 0.69% (n = 350,000); in the data active means inhibition above about 41%; inconclusive means no clear call, values can overlap the other calls;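 further: 0% = neutral control wells and 100% = reference inhibitor control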
# Vif inh: inhibitors of HIV Vif | actives 0.35% (n = 340,000) | inhibition, % at 7.49 µM | HEK293T cells, Vif self-association by quenched fluorescence, imaging, 24 h; in the data active means inhibition above about 50%, passing the limit was not always enough; inconclusive means no clear call, values can overlap the other calls; inactive means below about 31%; further: some results filed as inactive read as strong as hits
# NR5A2 inv ag: inverse agonists of human LRH-1 (NR5A2) | O00482 | HEK293T StAR-luciferase reporter, LRH-1 transfected, 24 h | inhibition, % at 3.6 µM | actives 0.13% (n = 360,000) | AID 602396;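 active means inhibition above the mean inhibition of all tested compounds plus 3 SD, cut at about 73% in these data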;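 further: 0% = DMSO wells and 100% = reporter-only cells lacking LRH-1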
# Target sequence (O00482 whole entry, looked up): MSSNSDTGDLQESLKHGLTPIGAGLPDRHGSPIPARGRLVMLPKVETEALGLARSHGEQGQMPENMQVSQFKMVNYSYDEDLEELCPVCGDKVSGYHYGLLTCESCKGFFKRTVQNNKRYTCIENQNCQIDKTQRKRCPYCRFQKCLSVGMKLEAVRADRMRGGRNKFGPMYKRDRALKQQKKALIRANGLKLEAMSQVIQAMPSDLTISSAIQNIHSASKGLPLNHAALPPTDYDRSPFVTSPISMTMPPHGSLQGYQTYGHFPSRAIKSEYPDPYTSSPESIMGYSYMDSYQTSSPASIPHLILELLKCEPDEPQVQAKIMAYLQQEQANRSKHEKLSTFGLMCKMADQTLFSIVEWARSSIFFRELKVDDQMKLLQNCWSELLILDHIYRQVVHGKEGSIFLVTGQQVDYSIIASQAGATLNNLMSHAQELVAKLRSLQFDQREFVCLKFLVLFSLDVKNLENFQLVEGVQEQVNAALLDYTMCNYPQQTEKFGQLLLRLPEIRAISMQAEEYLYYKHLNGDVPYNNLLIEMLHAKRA
# SRC1 inh: inhibitors of human steroid receptor coactivator 1 (SRC1). inhibition, % at 3.6 µM. Q15788. actives 0.12% (n = 360,000). HEK293 GAL4-SRC1 luciferase reporter, luminescence;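 active means inhibition above the campaign mean plus 3 SD, with each screening campaign given its own cutoff, cut at about 60% in these data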;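 further: 0% = DMSO treated cells and 100% = gossypol at 36 µM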
# TLR9-MyD88 block: blocks human TLR9 binding to MyD88. CHO BLA complementation TLR9-MyD88, CCF4 FRET ratio. AID 504734. inhibition, % at 4.98 µM. Q9NR96+Q99836. actives 0.21% (n = 340,000);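 active means inhibition above the mean over all tested compounds plus 3 SD, cut at about 21% in these data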;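 further: 0% = DMSO only wells and 100% = clavulanate BLA inhibitor control wells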
# NCOA2 inhibitor: human SRC2 (NCOA2) inhibition; HEK293 GAL4-SRC2 luciferase reporter, luminescence; inhibition, % at 9 µM; actives 0.17% (n = 370,000); Q15596;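 active means inhibition above the mean inhibition of all tested compounds plus 3 SD, set per campaign, cut at about 52% in these data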;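 further: 0% = DMSO treated cells and 100% = cells given Gossypol at 36 µM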
# The depositor's hits bear a star; ? = inconclusive; . = no result given. Some of the compounds tested; count on the stated rates, not on these rows.
SMILES,NOD2-RIPK2 inh,NCOA3 inh,TROY signal inh,COUP-TFII inh,C8 TRAIL sens,LMP1 NFkB inh,Vif inh,NR5A2 inv ag,SRC1 inh,TLR9-MyD88 block,NCOA2 inhibitor
O=C(NC(=S)N(Cc1ccccc1)Cc1ccccc1)c1ccccc1F,-4,-4,-1,6,8,8,17,1,8,-2,4
CC(C)CC(=O)Nc1ccc(F)c(Cl)c1,0,14,-21,15,-12,2,-2,19,4,10,-12
CCCn1c(SCC(=O)NCc2ccc(C)cc2)n[nH]c1=O,-2,15,5,10,-10,-6,5,-1,11,-8,11
COCc1ccc(CN2CCCC(C(=O)Nc3ccccc3-c3ccc(OC)cc3)C2)o1 (stereo not drawn),-10,11,-10,-17,-4,0,8,15,-22,-3,7
COc1ccc(OC(=O)Nc2ccccc2)cc1,-6,-33,-65,-34,7,-22,-6,-84,-64,2,-50
COc1ccc2ccccc2c1/C=N/NC(=O)c1ccc(C)nc1,-3,12,8,11,-2,10,-4,4,6,2,-21
O=C(CSc1nc2c(cnn2-c2ccc(F)cc2)c(=O)[nH]1)Nc1nccs1,-5,3,-12,-23,-1,1,8,15,-4,-5,16
O=C(Nc1cccc(F)c1)Nc1cccc(Cl)c1,-2,-9,10,-4,10,-8,-4,-27,-36,-10,-5
O=C(Nc1ncc(Cc2ccccc2Cl)s1)c1ccc([N+](=O)[O-])cc1,-12,6,1,7,21,-1,7,-12,2,13,14
COc1ccc(-c2noc(N3CCC(C(=O)Nc4cccc(OC)c4)CC3)n2)cc1,-10,2,2,6,18,1,?,-6,-2,12,1
Cc1ccccc1CNC(=O)c1[nH]c(C(F)(F)F)nc1-c1ccccc1,-7,-27,20,4,5,.,-5,-3,16,.,9
COc1ccc(C(=O)N2CCCC(c3cc(C(=O)NCc4ccc(F)cc4)no3)C2)cc1 (stereo not drawn),-2,11,7,18,22,.,-5,24,3,.,28
O=C(Cn1nnc(-c2ccccc2)n1)NCc1cccs1,-14,3,6,10,-5,-11,-2,8,-2,-6,4
COc1cccc(-c2nn(C)c3sc(C(=O)Nc4ccc5c(c4)OCCO5)cc23)c1,-7,-26,-36,.,11,9,.,-15,-40,-10,.
Fc1ccc(-c2nnc3ccc(N4CCc5ccccc5C4)nn23)cc1,2,9,14,5,-2,4,.,8,-6,-2,4
COc1ccc(CCn2c(=N)c(C(=O)NCCN3CCOCC3)cc3c(=O)n4cccc(C)c4nc32)cc1OC,-11,8,-35,6,7,-1,9,29,-6,4,-31
COCc1nnc(NC(=O)c2cc(Cl)ccc2OC)s1,-4,4,-16,-8,-10,2,2,-6,-4,-13,-5
CC(C)(C)C(=O)N(Cc1ccccc1)c1ccccn1,-6,13,1,17,-6,3,0,-11,-1,-4,-18
Cc1cc(C)cc(N(CC(=O)NC2CC3CCC2C3)S(C)(=O)=O)c1 (stereo not drawn),3,17,-6,-19,-23,2,1,0,-13,-5,17
CC(=O)Nc1ccc(NC(=O)C(C)OC(=O)C2CCN(S(=O)(=O)c3ccc4c(c3)OCCO4)CC2)cc1 (stereo not drawn),3,7,-5,0,-4,0,9,5,9,-3,-17
Cc1ccc(NC(=O)NCCCN2CCOCC2)cc1,3,4,3,-16,-13,-1,-1,-10,-1,-8,-7
O=S1(=O)CC(O)C(N2CCC(c3ccccc3)CC2)C1 (stereo not drawn),-21,-13,8,-9,-19,-8,3,13,4,-6,-1
CC(C)n1nnnc1C1c2ccccc2C(=O)N1CCc1ccc(O)cc1 (stereo not drawn),-2,.,-4,13,2,.,.,-1,.,.,-14
CCc1ccc2nc(NC(=O)CCCc3cccs3)sc2c1,8,-14,-83,-9,-2,-14,-3,-25,-27,-11,-46

# Ordered by value in NCOA3 inh (descending): 3 of the compounds above.
mol | NOD2-RIPK2 inh | NCOA3 inh | COUP-TFII inh | LMP1 NFkB inh | Vif inh | NR5A2 inv ag | SRC1 inh | TLR9-MyD88 block | NCOA2 inhibitor
Cc1ccc(NC(=O)NCCCN2CCOCC2)cc1 | 3 | 4 | -16 | -1 | -1 | -10 | -1 | -8 | -7
CCc1ccc2nc(NC(=O)CCCc3cccs3)sc2c1 | 8 | -14 | -9 | -14 | -3 | -25 | -27 | -11 | -46
COc1cccc(-c2nn(C)c3sc(C(=O)Nc4ccc5c(c4)OCCO5)cc23)c1 | -7 | -26 | . | 9 | . | -15 | -40 | -10 | .

# Next part:
SMILES,NOD2-RIPK2 inh,NCOA3 inh,TROY signal inh,COUP-TFII inh,C8 TRAIL sens,LMP1 NFkB inh,Vif inh,NR5A2 inv ag,SRC1 inh,TLR9-MyD88 block,NCOA2 inhibitor
C/C(CCS(=O)(=O)c1ccccc1)=N/O,-9,19,20,3,-2,-15,-3,-4,5,-2,-30
CCOC(=O)c1[nH]c2ccc(OC)cc2c1NC(=O)CCN1CCN(Cc2ccccc2)CC1,2,4,12,1,3,24,2,13,5,1,-1
O=C(NCc1ccc2c(c1)OCO2)c1ccc(S(=O)(=O)NCC2CCCO2)cc1 (stereo not drawn),2,-2,18,2,-15,1,11,-16,-12,-3,3
Cc1ccc(NC(=O)Nc2ccc3c(c2)OCO3)nc1,-1,-55,-41,-28,26,-2,5,-159,-77,1,-44
COc1ccc(CCN2C(=O)C(O)=C(C(=O)c3ccco3)C2c2cccs2)cc1OC (stereo not drawn),-19,18,-50,8,21,21,5,-9,7,-4,7
O=C(NCCCN1CCCC1=O)c1cncc(Br)c1,-5,2,11,1,-15,3,-1,-8,5,-2,-1
COC(=O)c1sc(NC(=O)/C=C/c2ccc(C)o2)nc1C,-6,-48,-14,-27,18,-8,-3,-45,-53,6,-67
Cc1noc(C)c1C(=O)OCC(=O)NCc1ccc(Cl)cc1,7,18,5,-10,-17,0,-9,-19,1,11,13
COc1cc(C(=O)NNC(=S)NCc2ccco2)cc(OC)c1OC,-12,2,-3,6,-9,-1,6,10,3,5,7
O=C(OCC(=O)c1ccc(Cl)s1)c1ccc(CO)cc1,-14,9,-43,-20,-4,4,-8,14,-14,4,-29
CCc1nc2ccc(C(=O)N(C)CCN(C)C)cn2c1N(CC)C(=O)NCCc1ccccc1,1,-22,-4,11,-11,.,8,-24,-24,.,10
CCCC(=O)NC(=S)Nc1ccc(NC(=O)C(C)C)c(OC)c1,0,-9,-21,-12,-5,-5,-19,14,-4,1,8
COc1cccc(C(c2nnnn2CS(=O)(=O)c2ccc(C)cc2)N2CCN(C)CC2)c1OC (stereo not drawn),3,-3,-3,-19,-6,-3,12,-12,1,2,-39
CN(CC(=O)Nc1ccc(Cl)c(C(F)(F)F)c1)C(=O)c1ccc(N2CCOCC2)c([N+](=O)[O-])c1,-3,1,22,-19,25,-1,.,3,9,-4,12
O=C(Cc1c[nH]c2ccccc12)N/N=C/c1ccccc1O,-1,6,-23,-9,-2,15,-3,-11,-7,1,-23
CCN(CC)CCNC(=O)c1ccc(NC(=O)Cc2cccc3ccccc23)cc1,-7,-4,-2,-18,-7,-1,-2,2,19,-6,-8
CCN1C[C@@H]2[C@@H]3C(=O)N(C)C(=O)[C@@H]3[C@](C)(C1=O)N2C(=O)c1ccc(Br)cc1,-13,-28,-11,3,-13,1,0,-16,-11,2,2
CCn1c(=O)n(CC)c2cc(NC(=O)C(C)c3ccccc3)c(Br)cc21 (stereo not drawn),-8,-11,5,-7,17,-3,-2,-2,15,4,3
N#CC1=C(N)Oc2cc3c(cc2C1c1ccc(Cl)cc1)OCO3 (stereo not drawn),-4,12,14,1,4,-38,-8,0,11,4,-12
Cc1sc(NC(=O)c2ccccc2)c(C(=O)NCCN(C)C)c1C,-8,-15,-32,-24,0,-7,-3,17,-7,0,-16
COc1ccccc1CCNC(=O)c1c(N)[nH]c(C(=O)c2ccccc2)c1-c1ccc(Br)cc1,6,.,11,4,-4,.,.,12,.,.,-4
COc1ccccc1Nc1nc(C)c(C(=O)Nc2ccccc2)s1,11,-5,-30,8,0,1,-8,-22,-14,-6,-6
O=C(COc1cccc(C(F)(F)F)c1)NCCCN1CCCC1=O,-17,6,-24,19,-8,-7,2,-31,-29,-1,-6
Cc1cc(C(=O)COc2cccc([N+](=O)[O-])c2)c(C)n1C1CC1,-10,-91,-33,-47,-7,-38,3,-71,-95,-7,-60
CCOC(=O)C(CC)n1cnc2sc3c(c2c1=O)CCC3 (stereo not drawn),-10,1,-22,13,5,1,-8,-11,-13,-9,3
O=C(Nc1ccccc1)/C(=C/c1ccc([N+](=O)[O-])cc1)NC(=O)c1ccco1,4,-6,-7,-7,-4,-1,12,-23,-13,0,1
Cc1cccc(Nc2ncnc3nc[nH]c23)c1,-10,-33,-41,-10,-4,-15,1,-92,-45,8,-48
CN(C)CCNC(=O)C(=O)c1c(-c2ccccc2)cc2ccccn12,-7,15,-1,1,-12,-2,4,9,-13,-11,-18
COc1cccc(/C=N\Nc2nncc(-c3ccccc3)n2)c1,-2,-24,-59,-1,-6,-6,6,4,2,-18,-4
Cc1ccc2nc3c(cc2c1)c(NC(=O)c1ccccn1)nn3CC(C)C,-1,8,-13,2,-2,4,6,4,-6,-5,-48
CC(CCc1ccccc1)NC(=O)Cc1ccc([N+](=O)[O-])cc1 (stereo not drawn),-14,10,-4,-6,-3,-16,-7,1,-9,0,9
Cc1ccc(NC(=O)c2ccc(CNS(=O)(=O)c3cccc(C(F)(F)F)c3)cc2)cc1,-6,14,3,15,3,6,.,-2,-24,2,-5
c1ccc(-c2nc(-n3nc4ccccc4n3)nc3ccccc23)cc1,-5,8,14,-3,13,-17,-4,23,26,-6,-25
CCCCN(CCCC)C(=O)c1sc2nc(N3CCOCC3)c3c(c2c1N)CCCC3,-4,6,-10,2,-5,.,0,4,-28,.,-27
Cc1nc(C(=O)N2CCOCC2)sc1C1(C)CC(c2ccccc2)=NO1 (stereo not drawn),4,-12,-4,4,-1,3,1,6,3,-5,-6
CC(=O)NCCNC(=O)C1(C)Cc2c(-c3cccc(C(N)=O)c3)ccnc2O1 (stereo not drawn),-3,6,1,-7,-16,.,24,1,-5,.,26
COc1ccc(/C=C/C(=O)N(CC(C)C)C2CCS(=O)(=O)C2)cc1 (stereo not drawn),-7,14,-17,4,2,1,3,-1,3,6,6
CC[C@]12C(=O)N(C)C[C@H]([C@@H]3C(=O)N(Cc4ccccc4)C(=O)[C@@H]31)N2C(=O)c1ccccc1,-7,-9,8,3,-22,-6,-1,3,-9,6,-14
CN(C)S(=O)(=O)c1cc(NC(=O)CN2CCc3ccccc32)ccc1Cl,-1,-4,0,-11,-2,-6,5,11,-37,5,-8
COc1ccc2sc(-c3ccc(S(C)(=O)=O)cc3)c(C#Cc3cncn3C)c2c1,0,-16,-18,-16,55*,-1,-4,37,-16,-5,-20
O=C(NNC(=O)c1ccc2ncccc2c1)c1ccc(Cl)cc1,-2,7,-16,-1,2,-1,-4,6,-26,5,4
O=C1NC(=S)N/C1=C/c1ccc2c(c1)OCO2,-2,32,13,7,24,1,-7,8,33,3,-12
CCCNS(=O)(=O)c1cc2c3c(c1)CCN3C(=O)CC2,-8,1,3,1,-26,13,4,-2,-9,8,-26
O=S(=O)(NCc1ccco1)c1cccc(S(=O)(=O)N2CCOCC2)c1,2,0,16,6,0,10,.,7,-12,-5,13
CN(C)c1ccc(/C=N/NC(=O)c2ccnn2C)cc1,3,-73,-43,-26,0,-12,.,-82,-58,-1,-67

# Screening results from PubChem.
